From PubChem
PKA-R1A act: activates the PKA-R1A holoenzyme complex; PKA-R1A dissociation, Cy5-IP20 fluorescence polarization; scaled: DMSO 0%, 113 µM cGMP 100%; activation, % at 11.4 µM; 0.083% of 340,000 active;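 active means percent activation above the mean of all tested compounds plus 3 SD, cut at about 19% in these data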;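 further: higher means more PKAc released from R1A so a rise in polarization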
CDK5 inh: inhibitors of human CDK5/p35 kinase; Q00535+Q15078; Recombinant CDK5/p35, ADP-Glo luminescence, 60 min; inhibition, % at 10 µM; 0.01% of 330,000 active;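 active means highest replicate inhibition of at least 50% and at least 75% of replicates reaching 50%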;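 further: plate controls were DMSO neutral control for no effect and GW8510 at 10 µM for full effect; many of its hits are not listed in these tables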
AddAB inh: less growth of phage-infected E. coli with AddAB; E. coli expressing H. pylori AddAB, absorbance growth; inhibition, % at 11.9 µM; 0.29% of 330,000 active; AID 435030; in the data active means inhibition above about 12%;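 further: 0% = vehicle wells of infected cells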
HTR5A inv ag: counter-screen for OPRM1-OPRD1 inverse agonists: human HTR5A inverse agonism | P47898 | HTR5A cell line, luminescence | inhibition, % at 9.3 µM | 0.083% of 340,000 active | AID 504634; in the data active means inhibition mostly above about 23%, no sharp cut-off; inactive means mostly below about 18%;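 further: 0% = cells with DMSO and 100% = no-cell wells with DMSO; some compounds called inactive have numbers as strong as hits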
Target sequence (P47898 whole entry, looked up): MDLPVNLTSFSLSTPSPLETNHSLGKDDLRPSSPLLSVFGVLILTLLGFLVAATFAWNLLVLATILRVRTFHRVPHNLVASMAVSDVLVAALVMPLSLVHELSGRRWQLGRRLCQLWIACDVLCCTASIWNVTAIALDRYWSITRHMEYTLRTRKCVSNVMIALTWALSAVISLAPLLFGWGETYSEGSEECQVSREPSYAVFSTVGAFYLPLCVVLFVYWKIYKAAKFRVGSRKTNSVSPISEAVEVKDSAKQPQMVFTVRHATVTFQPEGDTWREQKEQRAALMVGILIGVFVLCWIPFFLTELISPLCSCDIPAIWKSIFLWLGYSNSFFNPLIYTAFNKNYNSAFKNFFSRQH
E coli growth: bacterial growth inhibition, counter-screen for AddAB inhibitors; inhibition, % at 11.9 µM; 0.27% of 330,000 active; E. coli V3065 growth, OD600 absorbance, 18 h; AID 449728;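 active means inhibition above the campaign's mean inhibition across all tested compounds plus 3 SD, cut at about 9.9% in these data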;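 further: uninfected addAB+ strain grown without phage in ampicillin broth; 0% = DMSO wells and 100% = ciprofloxacin 0.95 µg/ml wells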
phage Ecoli inh: E. coli growth loss with phage present. growth absorbance. inhibition, % at 11.9 µM. 0.26% of 360,000 active; in the data active means inhibition above about 11%
SUMO Mot1 rescue: SUMOylation pathway inhibition by Mot1-301 growth rescue; S. cerevisiae Mot1-301 growth rescue, ATP luminescence, 38.5C; percent above DMSO median, 100 means doubled; growth rescue, % at 18.8 µM; 1% of 320,000 active;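 active means every valid replicate shows activation above 250% relative to neutral control wells; inactive means the rest, any valid replicate at or below 250%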;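 further: OY570 slx delta 5 strain wells were the positive control but not used for scaling; some compounds called inactive have numbers as strong as hits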
PKA-R2B act: activators of human PKA-R2B complex; P22694+P31323; PKA-R2B holoenzyme dissociation, Cy5-IP20 fluorescence polarization; R2B truncated from residue 108, S112A mutant; 0% DMSO only, 100% 113 µM cGMP; activation, % at 11.4 µM; 0.079% of 340,000 active; AID 504700;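 active means activation above a cutoff set at the mean over all compounds plus 3 SD, cut at about 18% in these data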;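 further: higher means more holoenzyme dissociation and a rise in polarization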
Target sequence (P31323 whole entry, looked up, other chains not shown, the tested form may be a part): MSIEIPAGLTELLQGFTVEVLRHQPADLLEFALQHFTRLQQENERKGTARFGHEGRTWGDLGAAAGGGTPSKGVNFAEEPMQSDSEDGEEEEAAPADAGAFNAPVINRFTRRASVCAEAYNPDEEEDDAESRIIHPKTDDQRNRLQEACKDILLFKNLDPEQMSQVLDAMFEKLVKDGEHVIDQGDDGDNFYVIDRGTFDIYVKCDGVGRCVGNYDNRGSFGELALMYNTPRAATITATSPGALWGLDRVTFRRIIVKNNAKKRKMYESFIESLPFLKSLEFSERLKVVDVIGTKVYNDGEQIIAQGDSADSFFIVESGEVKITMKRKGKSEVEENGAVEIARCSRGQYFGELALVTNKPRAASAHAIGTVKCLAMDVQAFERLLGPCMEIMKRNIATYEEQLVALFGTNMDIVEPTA
DAGLB inhibitor: blocks human DAGLB lipase activity. inhibition, % at 5.17 µM. Q8NCG7. AID 504411. 0.059% of 340,000 active. HEK293T DAGLB membrane lysate, EnzChek fluorogenic substrate; in the data active means inhibition above about 34%;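 further: 0% = enzyme with vehicle and 100% = wells lacking enzyme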
HTR5A ag: activates human HTR5A in OPRM1-OPRD1 agonist counter-screen; 0.61% of 340,000 active; HTR5A agonist assay, luminescence, cell-based; AID 504692; P47898; activation, % at 9.3 µM; in the data active means activation mostly above about 9.5%, no sharp cut-off; inactive means mostly below about 7.6%;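 further: 0% = cells with vehicle only and 100% = reference agonist; strong numbers were not always called active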
Tat transport: blocks Tat-dependent protein export in E. coli; inhibition, % at 10 µM; E. coli MC4100 TorA-mCherry Tat export, fluorescence; 0.036% of 340,000 active;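 active means mean replicate inhibition at least 50% and at least half of replicates individually reaching 50%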;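 further: exported cargo escapes ClpAP degradation while cytoplasmic cargo is degraded and loses fluorescence; 0% = median of neutral control wells and 100% = median of NaSCN control wells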
Active calls of the source: *; · = no result given.

SMILES | PKA-R1A act | CDK5 inh | AddAB inh | HTR5A inv ag | E coli growth | phage Ecoli inh | SUMO Mot1 rescue | PKA-R2B act | DAGLB inhibitor | HTR5A ag | Tat transport
COC(=O)c1cccc(NC(=O)Nc2ccc(Cl)cc2)c1 | · | 1.0 | 0.8 | · | -0.4 | 4.1 | 4 | · | · | · | -10
C/C(CC(=O)Nc1cc(Cl)ccc1C)=N\NC(=O)C(=O)N1CCCC1 | 4 | 0.5 | -0.3 | 17 | -2.5 | 0.9 | -16 | 12 | -2 | -1 | 1
CN(c1ccc(OCC(=O)OCC(=O)NCc2ccco2)cc1)S(=O)(=O)c1ccc2ccccc2c1 | -9 | 1.7 | 1.0 | -1 | -2.0 | -0.3 | -3 | 5 | -3 | 0 | 2
COc1ccc(C)cc1S(=O)(=O)Nc1ccccc1 | -5 | 0.7 | 3.5 | 7 | -0.8 | · | -23 | -3 | -6 | 7 | 2
Cc1onc(-c2c(Cl)cccc2Cl)c1C(=O)N1CCCc2ccccc21 | 1 | 1.5 | 2.1 | 10 | -0.4 | -0.4 | -14 | -1 | -3 | -4 | 1
CC[C@]12c3[nH]c4ccc(Cl)cc4c3CCN1C(=O)[C@@H](CC(=O)NCCCn1ccnc1)C[C@@H]2C(=O)N1CCN(C(=O)c2ccco2)CC1 | 2 | -3.5 | -1.2 | 4 | -1.2 | 2.3 | · | 5 | 2 | -1 | -3
CCOc1ccc2[nH]c3c(N4CCN(c5ccccn5)CC4)ncnc3c2c1 | 5 | -1.3 | 2.1 | -11 | 3.0 | 4.1 | -15 | 3 | 0 | 0 | -6
CCOC(=O)c1ccc(NC(=O)CSc2nnc(CNc3ccc(OC)cc3)n2C)cc1 | -1 | -1.1 | 2.1 | -17 | -1.6 | -0.1 | 26 | 0 | -3 | 4 | -5
CCNC(=O)C(=O)NCC(c1cccs1)S(=O)(=O)c1ccc(C)cc1 (stereo not drawn) | -6 | · | 2.6 | -16 | 1.8 | 3.2 | 3 | -5 | -4 | 2 | -6
COc1ccc(-c2cc(C(=O)Nc3ccc(OC)c(OC)c3)no2)cc1 | -7 | -0.2 | 3.3 | -2 | 0.3 | 0.0 | 279 | 7 | -3 | 1 | -2
CCc1cc(C(=O)NCCN(C)C)cs1 | 8 | -0.8 | 0.3 | -6 | -0.8 | 1.6 | 22 | -3 | 0 | 4 | -1
CCCS(=O)(=O)N1CCCC(C(=O)NCC2CCCO2)C1 (stereo not drawn) | 7 | -0.2 | -0.3 | 19 | 3.2 | -0.8 | 6 | -4 | -3 | -8 | 3
N#C/C(=N\Nc1ccc(S(=O)(=O)N2CCc3ccccc32)cc1)C(N)=S | -4 | 0.0 | 1.1 | 6 | 0.6 | 2.9 | 1 | 0 | 22 | -2 | 3
Oc1ccccc1CC=NC1CCCCC1 | 5 | -0.4 | · | 8 | · | 1.2 | · | 1 | 1 | -2 | 2
COc1cc(/C=C2\S/C(=N/S(=O)(=O)Cc3ccccc3)NC2=O)c([N+](=O)[O-])cc1OC | -6 | 0.5 | -0.6 | -15 | -2.8 | -1.4 | -19 | -11 | 8 | -1 | 0
O=C(NCC1CCCO1)/C(=C\c1cccc([N+](=O)[O-])c1)NC(=O)c1ccccc1 (stereo not drawn) | -15 | 0.2 | 0.7 | 10 | 1.2 | 1.6 | -6 | -10 | -1 | -4 | -1
COc1ccc(C2=Nn3c(nnc3-c3ccccc3OC)SC2)cc1OCC1CC1 | -2 | -1.3 | -0.1 | -20 | -0.7 | -1.9 | 23 | 8 | -2 | 5 | -2
OCCn1ccc(-c2ccccc2OCc2ccc(F)cc2)n1 | -12 | 0.8 | -1.4 | -9 | -2.2 | -0.9 | -5 | -12 | -3 | 3 | -4
COCCCNC(=O)c1ccc(CS(=O)(=O)c2cccc(C(F)(F)F)c2)o1 | -6 | -0.7 | 0.4 | -22 | 0.7 | 1.4 | 4 | -3 | -1 | 6 | 2
COc1ccc(NC(=O)NNS(=O)(=O)c2ccc(Br)cc2)cc1 | -3 | -0.7 | · | 5 | · | 3.2 | -14 | -9 | -1 | -1 | -3
CCCCCCC(=O)Nc1c(O)c2ccccc2[nH]c1=O | -4 | -4.2 | 1.2 | 2 | -1.2 | 2.0 | -1 | 7 | -1 | 6 | 1
Cc1ccc(C2(C(F)(F)F)NC(=O)N3CCN=C3S2)cc1 (stereo not drawn) | 2 | -0.8 | 4.3 | 9 | 2.8 | 2.8 | 9 | -2 | 0 | -3 | -3
O=C(O)c1ccccc1-c1ccccc1C(=O)Nc1ccccc1Br | 5 | · | 1.2 | -19 | 0.0 | 3.3 | -16 | 5 | 0 | 5 | -1
COc1ccc(NC(=O)CSc2nc(NS(=O)(=O)c3ccc(C)cc3)cc(=O)[nH]2)cc1 | -4 | -2.0 | -1.0 | -4 | -1.3 | 4.0 | 5 | -5 | -1 | 2 | 1
O=C(Nc1cccc(F)c1)c1cccnc1N1CCOCC1 | -3 | -3.5 | 0.4 | 23 | -2.2 | 1.9 | -10 | -7 | -2 | -3 | -2

Other records follow:
SMILES | PKA-R1A act | CDK5 inh | AddAB inh | HTR5A inv ag | E coli growth | phage Ecoli inh | SUMO Mot1 rescue | PKA-R2B act | DAGLB inhibitor | HTR5A ag | Tat transport
COc1cc(NC(=O)c2cccs2)cc(OC)c1 | -4 | 0.9 | -2.2 | -28 | -2.2 | 2.0 | 17 | 9 | -1 | -1 | 0
Cn1cccc1C(=O)c1cccc([N+](=O)[O-])c1 | 10 | 0.9 | 0.4 | -33 | 0.3 | 4.0 | -24 | 1 | -2 | 7 | -8
O=S(=O)(c1cnc[nH]1)N1CCN(c2ccc(Cl)cc2)CC1 | -8 | -0.3 | -0.8 | -20 | -1.2 | 0.8 | 0 | 9 | 3 | 6 | 7
CCC(C)(C)C1CCC2(CC1)NC(=O)N(CC(=O)Nc1nc(-c3ccc(C)cc3)cs1)C2=O (stereo not drawn) | -8 | 1.0 | 0.7 | 8 | -2.2 | 2.1 | -26 | -6 | -2 | 1 | -6
C=CCn1c(-c2ccc(Cl)cc2)cnc1SC(C)C(=O)NC(N)=O (stereo not drawn) | -3 | -4.2 | 0.5 | 10 | -0.1 | 4.1 | -14 | 3 | 0 | -4 | -6
Cn1c(-c2ccc(F)cc2)cc2onc(-c3c(F)cccc3Cl)c2c1=O | -3 | · | 0.5 | 2 | 0.8 | 2.0 | 12 | -3 | -2 | -1 | ·
COc1ccc(CC(=O)N2CCN(S(=O)(=O)c3cccs3)CC2)cc1OC | -19 | -0.7 | 2.5 | 24 | -2.1 | 1.1 | 16 | -3 | -1 | -6 | -1
O=C(CSc1nnc2ccc(-c3ccc(F)cc3)nn12)NCC1CCCO1 (stereo not drawn) | 9 | 1.0 | 0.5 | -5 | 2.1 | 1.5 | -12 | -3 | -3 | 2 | 2
OCCSc1nc(-c2ccccc2)nc2ccc(F)cc12 | 4 | -0.2 | 1.8 | -7 | -1.6 | 4.5 | 5 | 3 | -3 | 4 | -2
COCCCN(C(=O)CSCc1c(C)noc1C)c1c(N)n(Cc2ccccc2)c(=O)[nH]c1=O | -12 | 2.0 | 2.1 | 11 | 1.1 | -1.1 | -2 | -4 | 2 | -3 | -5
CC(C)OCC(O)CS(=O)Cc1ccccc1 (stereo not drawn) | -9 | 0.3 | 2.7 | 10 | 1.1 | 0.7 | 12 | -5 | -2 | 3 | -4
O=C(Cc1ccccc1)N1CCN(C(=O)c2ccco2)CC1 | -13 | 0.3 | 2.1 | 1 | 0.4 | 0.8 | 4 | 11 | 0 | 0 | -1
Cc1cnc(C(=O)Nc2cccc(S(=O)(=O)N(C)C)c2)cn1 | 6 | 1.0 | 1.3 | 3 | -0.5 | 4.2 | 5 | 6 | 2 | -1 | -19
COC(=O)CSc1nnc(-c2ccco2)o1 | -1 | -2.1 | -0.4 | 35 | -1.7 | 0.8 | -2 | 6 | 4 | 6 | 1
CN(C)c1nc(N)nc(N(c2ccccc2)c2ccccc2)n1 | 12 | -1.1 | 0.1 | -2 | -2.0 | 0.5 | 4 | -1 | -4 | 1 | -4
Cc1ccc(NC(=O)NCCN2C(=O)C3C4C=CC(C4)C3C2=O)cc1 (stereo not drawn) | -16 | 0.8 | 2.9 | -9 | 0.5 | -0.6 | 2 | -14 | -4 | 3 | -2
Cc1ccccc1N1CC(c2nc3ccccc3[nH]2)CC1=O (stereo not drawn) | 6 | 2.6 | 1.2 | 1 | -2.1 | -0.8 | 8 | -5 | -2 | -1 | -10
NC1=NC2(CCCC2)n2c(nc3ccccc32)N1 | -3 | -0.7 | 5.0 | 13 | -0.1 | 1.5 | 4 | -6 | 1 | -5 | 0
O=C(O)C1CCN(Cc2cnn(-c3ccccc3)c2-n2cccc2)CC1 | 5 | 0.2 | -1.1 | 18 | -2.2 | 3.5 | 14 | -2 | 1 | -6 | -3
CCN(Cc1ccccc1)C(c1cc2cc(C)ccc2[nH]c1=O)c1nnnn1CCOC (stereo not drawn) | 6 | 1.3 | 3.6 | -6 | 0.5 | 1.7 | -29 | 5 | -1 | 4 | 1
CC(C)C(=O)NNC(=O)CSc1nnc(-c2ccccc2)c(-c2ccccc2)n1 | -1 | -1.7 | 1.8 | 8 | -1.2 | 4.4 | -3 | 0 | 0 | -2 | 4
NC(=O)c1ccc(SCC(=O)OCC(=O)NCc2ccco2)c([N+](=O)[O-])c1 | -9 | 1.1 | -0.7 | 3 | -2.5 | 3.7 | -21 | 5 | 0 | -1 | -1
Cc1cc(SCc2c(F)cccc2Cl)nc(=O)[nH]1 | -7 | 0.3 | 3.2 | 0 | 1.9 | 1.7 | 13 | -11 | 3 | 1 | -4
CC(=O)OC(C(=O)Nc1nccs1)c1ccccc1 (stereo not drawn) | 7 | -0.5 | 2.7 | 25 | -0.1 | 1.5 | 4 | 0 | 0 | 7 | -9
CCOc1ccccc1N1CCN(S(=O)(=O)c2cc(C)ccc2OC)CC1 | 9 | 0.3 | 3.5 | -3 | -0.4 | 4.7 | 6 | 9 | -4 | 1 | 0
CCOc1cc(NC(=S)Nc2ccccc2)c(OCC)cc1NC(=O)c1ccccc1 | 5 | 1.3 | 0.0 | -7 | -1.4 | 3.2 | -4 | 5 | -4 | 3 | 4
Cn1cc(Br)c(C(=O)N/N=C/c2cccc(OC3CSC3)c2)n1 | 14 | -0.6 | 0.5 | 3 | 1.6 | 3.2 | -17 | 10 | -3 | -1 | -6
Nc1c(N(Cc2ccco2)C(=O)COc2ccccc2)c(=O)[nH]c(=O)n1Cc1ccccc1 | -8 | 2.6 | -3.0 | 4 | -1.2 | 3.3 | 9 | 6 | 0 | -1 | -9
COC(=O)c1cc2c(C)[nH]c(C)c2cc(C(=O)OC)c1=O | 2 | -3.2 | 2.1 | 31 | 0.7 | 1.9 | -16 | -5 | -1 | 1 | 9

Compound profiles, from the list above. Screens in order: PKA-R1A act | CDK5 inh | AddAB inh | HTR5A inv ag | E coli growth | phage Ecoli inh | SUMO Mot1 rescue | PKA-R2B act | DAGLB inhibitor | HTR5A ag | Tat transport
C=CCn1c(-c2ccc(Cl)cc2)cnc1SC(C)C(=O)NC(N)=O (stereo not drawn) across the screens: -3 | -4.2 | 0.5 | 10 | -0.1 | 4.1 | -14 | 3 | 0 | -4 | -6
Cc1ccccc1N1CC(c2nc3ccccc3[nH]2)CC1=O (stereo not drawn) across the screens: 6 | 2.6 | 1.2 | 1 | -2.1 | -0.8 | 8 | -5 | -2 | -1 | -10
